From PubChem
D2 PAM – positive allosteric modulators of human D2 dopamine receptor | potentiation, % at 10 µM | HEK293 T-REx D2, calcium flux, EC20 dopamine potentiation | P14416 | hit rate 0.34% among 340,000;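 active means potentiation over 3 SD above the plate norm, cut at about 30% in these data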; further: 0% is about no effect
Target sequence (P14416 whole entry, looked up): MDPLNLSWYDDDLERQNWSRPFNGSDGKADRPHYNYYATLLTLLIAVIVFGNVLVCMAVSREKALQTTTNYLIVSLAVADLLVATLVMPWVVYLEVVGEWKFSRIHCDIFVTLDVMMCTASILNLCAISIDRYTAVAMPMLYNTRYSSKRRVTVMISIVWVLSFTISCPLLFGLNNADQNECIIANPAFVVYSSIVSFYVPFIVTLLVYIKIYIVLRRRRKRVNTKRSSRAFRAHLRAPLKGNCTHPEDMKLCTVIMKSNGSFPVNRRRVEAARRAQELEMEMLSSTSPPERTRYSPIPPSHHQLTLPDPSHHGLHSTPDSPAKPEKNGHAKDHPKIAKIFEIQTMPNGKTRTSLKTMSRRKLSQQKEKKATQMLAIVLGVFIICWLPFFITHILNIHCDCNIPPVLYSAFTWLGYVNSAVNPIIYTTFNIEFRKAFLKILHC
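Potentiation of an EC20 dopamine calcium response is measured in a force-coupled, tetracycline-inducible Hek293 Trex D2 line. Compound-only kinetic reads over 180 s flag agonists before dopamine addition.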
RXFP1 antagonist – antagonists of human relaxin receptor RXFP1; Q9HBX9; HEK293-RXFP1, relaxin-stimulated cAMP HTRF, 30 min; hits give low values; activity change, negative = inhibition, % at 57.5 µM; hit rate 0.59% among 350,000;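 active means activity change of -60% or lower, but not beyond a set lower limit; inconclusive means change between -60% and -40%, or beyond the set limit; inactive means change above -40%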; further: on the % scale 0 is the no-effect control and ±100 the full control effect
D2 antag – antagonists of human D2 dopamine receptor | hit rate 2% among 340,000 | AID 485344 | inhibition, % at 10 µM | P14416 | HEK293 TREx D2 cells, calcium flux, dopamine EC80; in the data active means inhibition above about 30%; further: 0% is about no effect
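Overnight-induced (tetracycline, 30 C) HEK293 T-REx cells carrying force-coupled D2 receive a no-wash calcium dye, then compound, then EC80 dopamine at 180 s; signals are read kinetically throughout.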
D2 ag – activates the human D2 dopamine receptor; P14416; HEK293 T-REx D2 cells, calcium flux agonist mode; activation, % at 2 µM; hit rate 0.53% among 340,000; AID 485358;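 active means activation over 3 SD above normal in the single-dose calcium agonist read, cut at about 30% in these data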; further: 0% is about no effect
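Tetracycline-induced HEK293 Trex cells with D2 receptor force-coupled to calcium signaling, plated overnight at 30 C and loaded with no-wash calcium dye. Calcium flux read kinetically for 180 s after compound addition; responses flag agonists.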
TRHR ag – TRH receptor (human) agonism; TRHR cells, calcium flux fluo-8, FDSS agonist mode; activation, % at 2 µM; hit rate 0.18% among 360,000; AID 493084; further: 0% is about no effect
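TRHR-expressing cells loaded with fluo-8 calcium dye; 23 nL library compound pin-transferred, kinetic FDSS fluorescence (Ex 480/Em 530) recorded about 180 s for agonist-induced calcium release, before a 10 nM TRH EC20 addition for potentiator mode.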
D1 agonist – agonists of human D1 dopamine receptor. HEK293 T-REx D1 cells, calcium flux, agonist mode. hit rate 1% among 360,000. activation, % at 2 µM; further: 0% is about no effect
Target sequence (P21728 whole entry, looked up): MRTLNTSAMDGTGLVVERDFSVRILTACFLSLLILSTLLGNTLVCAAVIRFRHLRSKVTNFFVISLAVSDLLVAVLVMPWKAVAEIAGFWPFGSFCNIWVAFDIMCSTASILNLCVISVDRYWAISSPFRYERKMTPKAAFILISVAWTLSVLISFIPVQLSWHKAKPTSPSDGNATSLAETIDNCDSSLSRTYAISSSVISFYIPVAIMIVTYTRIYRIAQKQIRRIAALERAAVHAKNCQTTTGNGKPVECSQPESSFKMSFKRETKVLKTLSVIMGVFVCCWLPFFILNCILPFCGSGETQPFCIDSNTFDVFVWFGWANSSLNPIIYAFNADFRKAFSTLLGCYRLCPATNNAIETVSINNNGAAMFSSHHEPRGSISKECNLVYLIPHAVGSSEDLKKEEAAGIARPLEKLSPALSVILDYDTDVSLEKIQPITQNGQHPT
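Tetracycline-induced HEK293 TREx D1 cells, force-coupled to calcium signalling, were dye-loaded with a no-wash calcium kit. Compound was pin-added after a 10 s baseline. Fluorescence was read kinetically at 1 cycle/s for 180 s, with calcium rises flagged as agonism.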
TRHR enhancer – allosteric enhancers of human TRH receptor. TRHR cells, fluo-8 calcium fluorescence, EC20 TRH enhancement. enhancement, % at 2 µM. hit rate 0.66% among 360,000. AID 493056; in the data active means enhancement above about 30%; further: 0% is about no effect
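Enhancer read-out: after compound pinning and an initial kinetic agonist-mode read, an EC20 of TRH (10 nM final) was injected and fluo-8 calcium signal (Ex 480/Em 530) followed at 1 s/cycle for 100 cycles in TRHR-expressing cells.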
D1 antagonist – blocks dopamine activation of the human D1 receptor | hit rate 3.2% among 360,000 | HEK293 TREx D1 cells, calcium flux, dopamine EC80; hits give low values | activity change, negative = inhibition, % at 10 µM | AID 504652 | P21728; in the data active means activity change below about -30%; further: on the % scale 0 is the no-effect control and ±100 the full control effect
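Antagonism measured as reduced calcium response to an EC80 dopamine addition following 180 s compound pre-read; cells were inducible HEK293 Trex D1 plated overnight at 30 C, read kinetically at 1 cycle/sec.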
D1 PAM – human D1 dopamine receptor positive modulation; potentiation, % at 10 µM; hit rate 0.036% among 360,000; HEK293 TREx D1 cells, calcium flux, dopamine EC20 potentiation; in the data active means potentiation above about 30%; further: 0% is about no effect
* hit, by the source's call; u = inconclusive; x = no result given; & = joins results of further samples. Unless noted, no stated cut-off is given here; in the data, active means activation above about 30%; inactive means the rest.

nr	compound	D2 antag	D2 PAM	TRHR enhancer	D1 antagonist	D1 PAM
1	Cc1cc(C(=O)CSc2nncn2C)c(C)n1-c1ccccc1	6	-2	-5	15	-2
2	COc1ccc(NC(=O)N2CCN(Cc3nc4ccc(C)cc4o3)CC2)cc1OC	x	-8	-6	6	0
3	N#C/C(=C\c1ccc(C(=O)O)cc1)c1ccccn1	3	5	0	11	-2
4	O=C(NN1C(=O)C2C3C=CC(O3)C2C1=O)c1ccncc1 (stereo unspecified)	x	x	-3	-6	-3
5	O=C(N1CCN(c2ccc(F)cc2)CC1)C12CC3CC(CC(C3)C1)C2	6	5	12	15	2
6	CC(=O)C(=Cc1cn(-c2ccccc2)nc1-c1ccccc1)C(C)=O	-18	-7	-5	2	3
7	COc1cccc(C(=O)N2CCN(S(=O)(=O)Cc3ccccc3)CC2)c1OC	-6	-10	-1	1	-3
8	CSc1ccccc1NC(=O)Nc1cccc(Cl)c1Cl	19	-7	2	2	-5

nr	RXFP1 antagonist	TRHR ag	D1 agonist	D2 ag
1	0	-0.2	8	1.0
2	x	0.5	0	20
3	-35	0.7	-1	0.0
4	4	0.5	1	x
5	-16	1.3	7	0.0
6	-1	0.0	3	1.1
7	-1	0.0	5	-1.4
8	-1	-0.9	1	0.2

The list continues:
nr	compound	D2 antag	D2 PAM	TRHR enhancer	D1 antagonist	D1 PAM
9	Cc1ccc(-n2nnc3c(=O)n(CC(N)=O)cnc32)cc1	8	5	1	-9	-4
10	C#CCn1cc(C=C2C(=O)c3ccccc3C2=O)c2ccccc21	1	1	0	9	-6
11	Cc1ccc(S(=O)(=O)Nc2cc(C(F)(F)F)ccc2N2CCOCC2)cc1	-15	5	33*	20	-1
12	C=CCn1c(C(CC(C)C)CC(C)O)n[nH]c1=S (stereo unspecified)	x	x	12	20	4
13	C=CCOc1c(Cl)cc(/C=N/O)cc1OC	-6	8	5	12	19
14	CCOC(=O)Cc1csc(NC(=O)/C=C/c2ccco2)n1	-4	1	-9	-5	-2
15	CCOc1ccc(NC(=O)C2CC(=O)N(CC)C(=Nc3ccc4c(c3)OCO4)S2)cc1 (stereo unspecified)	2	x	-2	-6	-2
16	Cc1c2cn[nH]c(=O)c2c(C)n1-c1ccccc1	-13	-5	-16	11	-5

nr	RXFP1 antagonist	TRHR ag	D1 agonist	D2 ag
9	-12	0.8	1	0.0
10	-12	8.8	17	5.2
11	-18	0.2	2	0.5
12	7	-0.7	2	x
13	7	0.1	8	-0.6
14	24	1.4	10	0.0
15	-6	0.2	0	1.4
16	-2	-0.4	0	0.4

(list continues)
nr	compound	D2 antag	D2 PAM	TRHR enhancer	D1 antagonist	D1 PAM
17	O=C(CCc1nc(-c2ccccc2Cl)no1)Nc1cccnc1	-4	x	-3	-7	0
18	Cc1cnc(NC(=O)COc2cccc3c2OC(C)(C)C3)s1	-2	14	3	-2	7
19	Fc1ccccc1NC(=S)N1CCN(Cc2ccc3c(c2)OCO3)CC1	-2	-2	-1	-2	-5
20	O=C(O)CC(NC(=O)c1cccc(F)c1)c1ccc(OC2CCCC2)cc1 (stereo unspecified)	-9	17	13	-1	6
21	CSc1nsc(SC)c1C(=O)OCC(F)(F)F	-11	0	26	5	-5
22	N#Cc1ccc(OCC(O)CN2CCN(c3ncc(C(F)(F)F)cc3Cl)CC2)cc1 (stereo unspecified)	-38	3	5	1	-1
23	Cc1ccc(C(=O)NNC(=O)CSc2nnc(-c3ccncc3)n2C)cc1	x	4	-1	-5	4
24	CCOC(=O)C1=NN(C(=O)c2cccc(Br)c2)C(O)(C(C)(C)C)C1 (stereo unspecified)	-3	-12	-8	-9	-10

nr	RXFP1 antagonist	TRHR ag	D1 agonist	D2 ag
17	-3	0.7	9	-3.0
18	11	-0.4	-1	x
19	3	0.4	5	-0.2
20	4	0.6	2	-0.1
21	-18	-1.5	13	0.5
22	-7	-0.5	-1	0.0
23	1	0.3	1	x
24	x	22	51*	15

The list goes on:
nr	compound	D2 antag	D2 PAM	TRHR enhancer	D1 antagonist	D1 PAM
25	CCCCOc1ccc(C(=O)NCC(=O)NCCOc2ccccc2)cc1	-6	-8	-3	14	-2
26	O=C(CN(c1ccccc1)S(=O)(=O)c1ccc(F)cc1)NC1CCCCCC1	x	x	10	-21	-1
27	O=C(CN1C(=O)COc2ccccc21)Nc1ccc2c(c1)OCCO2	x	x	3	-5	-2
28	N#C/C(=C/c1ccc(F)cc1)S(=O)(=O)c1ccccc1	x	x	0	-2	2
29	O=C1C(Cl)=C(N2CCOCC2)C(=O)N1c1ccccc1F	-6	-1	2	9	1
30	NC(=O)c1sc2nc3c(c(-c4cccnc4)c2c1N)CCC3	-12	3	-2	-10	-3
31	CCOCCCN1C(=O)C(=O)N(CC(=O)N2c3ccccc3NC(=O)CC2C)C1=O (stereo unspecified)	-15	-5	3	-8	-5
32	COc1ccccc1N1CCN(C(=O)c2ccco2)CC1	x	x	31*	0	-5

nr	RXFP1 antagonist	TRHR ag	D1 agonist	D2 ag
25	u	-0.8	2	1.0
26	-9	-0.4	0	x
27	0	-0.1	0	x
28	-7	-0.9	3	x
29	1	-1.0	5	-2.5
30	3	0.2	0	-0.3
31	-6	0.2	3	-0.2
32	-9	0.6	2	x

Later entries:
nr	compound	D2 antag	D2 PAM	TRHR enhancer	D1 antagonist	D1 PAM
33	Cc1nc2sc(C(c3cccc(F)c3)N3CCN(C(=O)c4ccco4)CC3)c(O)n2n1 (stereo unspecified)	5	-24	-5	-8	-8
34	CSc1ccccc1NC(=O)CN(C)CC(=O)Nc1ccccc1N1CCOCC1	4	-7	-2	3	-5
35	CCC1CCCCN1CCCNC(=O)c1c(O)nc2ccccn2c1=O (stereo unspecified)	x	-10&4	5&3	-9&11	-6&4
36	NC(=O)C1CCN(Cc2ccc(OCc3ccccc3)cc2)CC1	-5	12	2	10	-4
37	CC(=O)Nc1cccc(OCC(O)Cn2c(C)nc3ccccc32)c1 (stereo unspecified)	-5	-1	-3	-69*	-4
38	O=C(c1nc(SCc2ccc([N+](=O)[O-])cc2)n2ccccc12)C(F)(F)F	-10	4	-4	5	-3
39	C=CCN1C(=O)/C(=c2\sc3nc(=O)c(Cc4ccccc4)nn3c2=O)c2ccccc21	6	1	4	-13	-3
40	Cc1cccc(NC(=S)NCC23C=CC(O2)C2C(=O)N(c4ccc(Cl)cc4)C(=O)C23)c1 (stereo unspecified)	-2	-8	14	-14	-5

nr	RXFP1 antagonist	TRHR ag	D1 agonist	D2 ag
33	0	-0.1	-1	-0.8
34	-3	-0.3	1	-0.3
35	9	0.5&-0.2	3&0	0.4
36	3	0.6	-2	0.9
37	-12	-0.1	0	-0.8
38	-18	0.3	2	-0.7
39	-6	0.2	2	0.7
40	x	-0.1	1	1.5

Other records follow.
nr	compound	D2 antag	D2 PAM	TRHR enhancer	D1 antagonist	D1 PAM
41	COc1ccc(CNCc2c(C(=O)O)n(Cc3ccc(F)cc3)c3cc(C)ccc23)cc1OC	x	-17	2	13	-3
42	O=C(/C=C/c1ccco1)c1ccc(O)cc1	-18	6	-1	0	-3
43	Cc1nnc(NC(=O)CN2CCN(Cc3c(Cl)cccc3Cl)CC2)s1	-1	-7	-6	-14	0
44	O=C(CCc1ccccc1)NNC(=O)COc1ccc([N+](=O)[O-])cc1	-8	-8	3	-15	-1
45	COc1cccc(-n2ccnc2SCC(=O)N2CCc3ccccc32)c1	-19	-17	-2	7	-4
46	O=C(c1cccs1)N1CCCC(c2ccccc2)C1 (stereo unspecified)	11	-5	0	-11	-6
47	CCOC(=O)CSc1nnc2n(-c3ccccc3)c(=O)c3c4c(sc3n12)CC(C(C)(C)C)CC4 (stereo unspecified)	x	-13	-1	-10	1
48	O=C(NCCCn1ccnc1)c1cc(-c2cccs2)on1	-5	-15	16	-13	-6

nr	RXFP1 antagonist	TRHR ag	D1 agonist	D2 ag
41	x	-0.1	0	0.6
42	x	-0.2	2	0.2
43	-6	-0.4	6	-1.3
44	-3	-0.4	4	0.4
45	6	-1.4	-4	-0.5
46	5	-0.8	-1	0.0
47	-69*	0.7	4	-0.2
48	2	0.5	2	-1.0

Continuation.
nr	compound	D2 antag	D2 PAM	TRHR enhancer	D1 antagonist	D1 PAM
49	O=CN1CCN(C(=S)Nc2ccc(OC(F)F)cc2)CC1	-9	-6	5	16	-4
50	O=C(c1cc2cc(Cl)ccc2[nH]1)N1CCCCC1	-1	-1	-5	-2	-6
51	CCS(=O)(=O)Nc1cccc(C2=NN(S(=O)(=O)c3ccc(F)cc3)C(c3cccs3)C2)c1 (stereo unspecified)	4	-1	-2	-7	-1
52	COc1ccccc1NC(=O)N(Cc1ccco1)Cc1cc2c(C)ccc(C)c2[nH]c1=O	16	1	-5	3	-9
53	CCc1ccc(NC(=O)CS(=O)CC(=O)Nc2ccc(-n3cnnn3)c(C)c2)cc1 (stereo unspecified)	-17	14	-3	6	-5
54	O=C(Nc1ccc(C(F)(F)F)cc1)C(Cc1ccccc1)n1cccc1 (stereo unspecified)	x	-5	-5	0	-2
55	COc1cccc(C(=O)c2c[nH]c(C(=O)NCCCN3CCOCC3)c2)c1	2	-5	-5	0	-3
56	Cc1ccccc1NC(=O)C(=O)NCCCN1CCCC1=O	x	x	19	6	1
57	Cc1ccccc1NC(=O)CSCc1nc(N)nc(Nc2ccccc2C)n1	-5	-2	1	4	-4

nr	RXFP1 antagonist	TRHR ag	D1 agonist	D2 ag
49	-4	0.6	4	0.4
50	10	0.1	2	-0.4
51	-11	1.3	-2	4.0
52	-11	-0.3	-2	-1.4
53	-20	0.4	3	-1.3
54	-31	0.8	2	0.3
55	5	0.2	5	0.3
56	-1	-0.2	3	x
57	2	-0.1	1	-1.7
